# Compound activity as filed in PubChem BioAssay.
# KCNK9 block – inhibitors of human KCNK9 two-pore domain potassium channel; AID 488922; actives 1.2% (n = 310,000); Q9NPC2; B-score at 10 µM; HEK293 KCNK9, FluxOR thallium flux fluorescence; active compounds read low;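 active = ratio B-score over 3 SD below the library mean, with starting fluorescence within 5 SD of its mean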;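 also: negative B-score means less thallium flux so channel inhibition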
# KCNQ1 block – inhibitors of human KCNQ1 potassium channel | CHO-K1 KCNQ1, FluxOR thallium flux fluorescence; active compounds read high | P51787 | actives 1.3% (n = 310,000) | B-score at 10 µM;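 active = compounds whose thallium flux B-score, printed positive for inhibition, exceeds three library SD while starting fluorescence stays within three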;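 also: channel opened by potassium depolarization with thallium stimulus after 20 min compound exposure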
# Target sequence (P51787 whole entry, looked up): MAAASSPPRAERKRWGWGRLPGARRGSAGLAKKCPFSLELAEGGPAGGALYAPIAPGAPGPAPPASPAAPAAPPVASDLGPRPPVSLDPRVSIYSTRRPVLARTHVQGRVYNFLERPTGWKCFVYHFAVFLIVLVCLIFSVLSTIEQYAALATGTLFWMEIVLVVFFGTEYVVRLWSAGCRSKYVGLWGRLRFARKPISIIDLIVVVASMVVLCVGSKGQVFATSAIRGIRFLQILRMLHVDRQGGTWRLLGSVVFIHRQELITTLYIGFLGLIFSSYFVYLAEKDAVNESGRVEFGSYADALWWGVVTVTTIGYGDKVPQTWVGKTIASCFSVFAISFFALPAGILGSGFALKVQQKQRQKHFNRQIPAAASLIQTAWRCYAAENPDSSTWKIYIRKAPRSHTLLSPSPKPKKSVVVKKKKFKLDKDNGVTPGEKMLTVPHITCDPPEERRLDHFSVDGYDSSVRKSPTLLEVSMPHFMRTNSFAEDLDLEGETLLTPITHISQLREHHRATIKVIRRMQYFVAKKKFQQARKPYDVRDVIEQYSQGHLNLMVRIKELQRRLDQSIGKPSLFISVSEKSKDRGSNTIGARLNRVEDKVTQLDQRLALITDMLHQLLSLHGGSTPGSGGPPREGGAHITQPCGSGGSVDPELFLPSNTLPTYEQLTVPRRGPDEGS
# DYRK1A inh – blocks rat Dyrk1A kinase activity. Q63470. actives 0.43% (n = 310,000). AID 504441. ADP-Glo luminescence, NFATc1 peptide. inhibition, % at 12.5 µM; in the data active = inhibition above about 50%;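 also: plate controls were vehicle with enzyme for no effect and no enzyme for full effect; many of its hits are not listed in these tables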
# PolyA inh – blocks polyadenylation in yeast reporter cells; actives 0.02% (n = 300,000); S. cerevisiae SKY197-pL101 polyadenylation reporter, beta-gal luminescence; efflux-impaired pdr1/pdr3 knockout yeast; score 100 = 6 SD above DMSO; calls only at 12 µM; AID 1875;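 active = lowest replicate activity score at least 50, where 100 means six control SD above control mean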;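 also: yeast exposed to compound for 9 h at 30 °C; higher score means more reporter readthrough which indicates perturbed polyadenylation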
# GSK3beta inhib – inhibitors of human GSK3beta kinase | GST-GSK3beta kinase, ADP-Glo luminescence, 60 min; active compounds read low | AID 2097 | actives 0.038% (n = 300,000) | activity score (negative = inhibition), % at 10 µM;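 active = more than half of replicate wells score below -50%, meaning over 50% inhibition versus plate controls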;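 also: 0% = median DMSO wells and -100% = median GW8510 positive control wells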
# Target sequence (P49841 whole entry, looked up): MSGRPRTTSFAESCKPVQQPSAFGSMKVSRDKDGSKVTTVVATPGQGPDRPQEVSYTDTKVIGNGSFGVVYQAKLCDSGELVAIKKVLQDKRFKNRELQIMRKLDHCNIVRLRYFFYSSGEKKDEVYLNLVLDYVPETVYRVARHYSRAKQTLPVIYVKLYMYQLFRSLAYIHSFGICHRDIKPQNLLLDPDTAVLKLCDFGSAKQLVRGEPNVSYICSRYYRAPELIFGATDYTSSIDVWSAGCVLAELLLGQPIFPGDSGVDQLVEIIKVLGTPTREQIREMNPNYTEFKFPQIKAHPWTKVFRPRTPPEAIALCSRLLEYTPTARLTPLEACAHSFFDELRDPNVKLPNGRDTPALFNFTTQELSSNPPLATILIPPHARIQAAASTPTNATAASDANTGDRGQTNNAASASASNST
#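 Test system – GST-tagged human GSK3beta kinase, cell-free · Incubation – 60 min enzyme reaction, room temperature · Signal – ADP-Glo luminescence · Also added – peptide substrate and ATP at 25 µM · Controls – DMSO neutral wells and GW8510 at 20 µM as positive · Buffer or medium – Tris/MgCl2 kinase buffer · Measure – Luminescence-derived activity versus plate DMSO and GW8510 wells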
# KCNK3 block – human KCNK3 channel inhibition, primary screen; O14649; CHO-KCNK3 thallium flux, FluxOR fluorescence; active compounds read low; B-score at 10 µM; actives 0.84% (n = 340,000); AID 602410;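 active = B-score under library mean minus 4 SD, starting fluorescence ratio at most library mean plus 5 SD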;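 also: more negative B-score means stronger inhibition of thallium flux through KCNK3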
# hERG rescue – shields human hERG channel from block by proarrhythmic agents | Q12809 | CHO-hERG, FluxOR thallium flux, dofetilide IC70 present | activation (rescue from dofetilide block), less the hit threshold, % at 10 µM | actives 0.51% (n = 310,000) | AID 1511;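 active = activation above the mean of controls blocked by dofetilide plus 5 SD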;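 also: thallium influx through hERG after potassium depolarization seen as dye fluorescence rise; in these data hits start at about 4.7%; inactives centre near -7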
# KCNQ1 act – potentiators or activators of human KCNQ1 potassium channel; CHO-K1 KCNQ1, thallium flux FluxOR fluorescence; active compounds read high; P51787; B-score at 10 µM; actives 0.35% (n = 310,000);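 active = fluorescence ratio B-score, a plate-corrected score, at least three library SD, with initial intensity B-score within 5 SD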
#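 Doses: Single concentration per compound, DMSO matched to controls | Test system: KCNQ1-transfected CHO-K1 cells | Timing: 90 min dye loading and 20 min compound exposure, both at room temperature | Measured by: Kinetic FluxOR thallium fluorescence, 10-s 1-Hz baseline, 110-s post-stimulus read | Medium: Assay buffer with matched DMSO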
# GSK3 alpha inh – blocks human GSK-3 alpha kinase. AID 2650. actives 0.1% (n = 320,000). inhibition, % at 10 µM. ADP-Glo luminescence, 60 min. P49840;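 in the data active = inhibition above about 50%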;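 also: GST-tagged GSK-3 alpha with peptide substrate and 25 µM ATP; 0% = DMSO neutral wells and 100% = GW8510 positive control wells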
# HDAC3 inhib – inhibitors of human histone deacetylase 3. recombinant HDAC3, fluorogenic peptide/trypsin coupled, fluorescence. inhibition, % at 8.3 µM. actives 0.15% (n = 320,000); in the data active = inhibition above about 26%, passing the limit was not always enough
# RGS4 act – potentiators or activators of RGS4 | HEK293 M3R/inducible RGS4, carbachol calcium flux Fluo4; active compounds read low | B-score at 10 µM | actives 0.92% (n = 310,000) | AID 463111;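 active = B-score of the integrated calcium signal more than 4 SD below the library mean, with starting fluorescence not abnormally high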;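 also: negative B-score means reduced calcium response which marks RGS4 activation or potentiation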
#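 System – HEK293 FlpIn-TREx cells, stable M3R, doxycycline-inducible RGS4 · Reagent – ECmax carbachol challenge · Times – compound preincubation 20 min at room temperature before agonist · Technique – Fluo4 fluorescence kinetic imaging of calcium · Measure – B score of integrated Fluo4 ratio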
# Numbers without * were called inactive; i = inactive; / = not tested or not shown. This is a subset; rates above refer to the full screens.
mol | KCNK9 block | KCNQ1 block | DYRK1A inh | PolyA inh | GSK3beta inhib | KCNK3 block | hERG rescue | KCNQ1 act | GSK3 alpha inh | HDAC3 inhib | RGS4 act
Cc1ccc(NNc2c(C)nc3ccccc3nc2=O)cc1 | i | i | -1 | i | -4 | i | -9 | i | -1 | -1 | i
Brc1ccc(-c2ncc(-c3ccccc3)cn2)cc1 | i | i | 1 | i | 0 | i | -6 | i | -1 | -12 | i
CC1(C(=O)Nc2ccc3c(c2)OCCO3)CC1(Cl)Cl (stereo unspecified) | i | i | -5 | i | -4 | i | -8 | i | -2 | 11 | i
COc1ccc(/C=C2\SC(N)=NC2=O)cc1Cl | i | i | 12 | i | -3 | i | -5 | i | -1 | -2 | i
CC1CCC(NC(=O)C2(C)CCC(=O)N2Cc2cccnc2)CC1 (stereo unspecified) | i | i | -1 | i | 0 | i | -2 | i | -3 | -1 | i
O=C(Nc1ccc(Cl)cc1F)C1CCN(S(=O)(=O)c2cccc3nonc23)CC1 | i | i | -5 | i | -1 | i | -7 | i | -1 | -4 | i
C=CCn1c(SCC(=O)Nc2cc(C)cc(C)c2)nnc1-c1cnccn1 | i | i | -3 | / | 5 | i | -7 | i | -1 | 1 | i
CC1CCCCN1C(=O)COC(=O)CNC(=O)c1sc2ccccc2c1Cl (stereo unspecified) | i | i | 6 | i | 2 | i | -15 | i | -1 | -4 | i
CC(NCC(O)COCCC12CC3CC(CC(C3)C1)C2)c1ccccc1 (stereo unspecified) | i | 8* | 4 | i | 0 | i | -18 | i | / | -1 | i
CC1CCCN(C(=O)CSc2nnc(-c3ccco3)n2C)C1 (stereo unspecified) | i | i | -1 | i | -1 | i | -2 | i | -1 | 1 | i
CC(=O)N(CCC(Cc1ccccc1)c1ccco1)Cc1ccco1 (stereo unspecified) | i | i | -1 | i | -1 | i | -15 | i | -1 | 2 | i
COc1c(C)cc(Br)cc1C(=O)NCc1cccnc1 | i | i | 3 | i | 0 | i | -11 | i | 0 | 0 | i
COCCNC(=O)C(c1ccco1)N(C(=O)Cn1nnc2ccccc21)c1ccc(C)cc1C (stereo unspecified) | i | i | 7 | i | 0 | i | -5 | i | -1 | 0 | i
COC(=O)c1ccccc1NC(=O)NC1CCC(C)CC1 (stereo unspecified) | i | i | 0 | i | 2 | i | -12 | i | 0 | 0 | i
CC1(C)CCCC2=C1CC1C(=O)N(N)C(=O)C1C2 (stereo unspecified) | i | i | -4 | i | 2 | i | -8 | i | 1 | 2 | i

# Next part; it opens with the 6 that closed the last part.
mol | KCNK9 block | KCNQ1 block | DYRK1A inh | PolyA inh | GSK3beta inhib | KCNK3 block | hERG rescue | KCNQ1 act | GSK3 alpha inh | HDAC3 inhib | RGS4 act
CC1CCCN(C(=O)CSc2nnc(-c3ccco3)n2C)C1 (stereo unspecified) | i | i | -1 | i | -1 | i | -2 | i | -1 | 1 | i
CC(=O)N(CCC(Cc1ccccc1)c1ccco1)Cc1ccco1 (stereo unspecified) | i | i | -1 | i | -1 | i | -15 | i | -1 | 2 | i
COc1c(C)cc(Br)cc1C(=O)NCc1cccnc1 | i | i | 3 | i | 0 | i | -11 | i | 0 | 0 | i
COCCNC(=O)C(c1ccco1)N(C(=O)Cn1nnc2ccccc21)c1ccc(C)cc1C (stereo unspecified) | i | i | 7 | i | 0 | i | -5 | i | -1 | 0 | i
COC(=O)c1ccccc1NC(=O)NC1CCC(C)CC1 (stereo unspecified) | i | i | 0 | i | 2 | i | -12 | i | 0 | 0 | i
CC1(C)CCCC2=C1CC1C(=O)N(N)C(=O)C1C2 (stereo unspecified) | i | i | -4 | i | 2 | i | -8 | i | 1 | 2 | i
Cc1cccc(N(C)C(=O)CN2C(=O)COc3ccc(S(=O)(=O)N4CCCCCC4)cc32)c1 | -8.3* | i | -1 | i | -2 | i | -10 | i | -1 | 1 | i
CCN(Cc1ccccc1)S(=O)(=O)c1cc(C(=O)NCCCN(C)C)ccc1OC | i | i | / | i | -2 | i | -10 | i | 0 | -8 | i
Cn1c(=O)c2[nH]c(N3CCN(c4ccccc4)CC3)nc2n(C)c1=O | i | i | 2 | i | -2 | i | -6 | i | 0 | -1 | i
O=C(CCOc1ccccc1)Nc1ccccc1 | i | i | 18 | i | 0 | i | -3 | i | 0 | 6 | i
O=C(CN1CCN(C(=O)c2ccco2)CC1)Nc1ccc2c(c1)OCCO2 | i | i | 2 | i | 2 | i | 1 | i | -2 | 5 | i
CC(Nc1ccccc1)c1ccncc1 (stereo unspecified) | i | i | -1 | i | 1 | i | 2 | i | -1 | / | i
COc1ccc(NC(=O)CSc2ccc(-c3cccnc3)nn2)cc1 | i | i | -1 | i | 1 | i | -6 | i | -1 | -8 | i
CC(C)NC(=O)c1ccc(C(C)C)cc1 | i | i | 4 | i | -3 | i | -2 | i | -2 | -1 | i
Cc1cccc(OCCCCc2c(C)n[nH]c2C)c1C | i | i | -4 | i | -5 | i | -7 | i | 0 | 0 | i
CCn1c(NCc2ccco2)nc2ccccc21 | i | i | -7 | i | 1 | i | -4 | i | -2 | 2 | i
CN(CC(=O)Nc1cccc(C(F)(F)F)c1)Cc1ccccc1 | -15* | i | 4 | i | 1 | -12* | -8 | i | -1 | 6 | i
CSc1ncc(F)c(N(CCO)CCO)n1 | i | i | 2 | i | 1 | i | -9 | i | -1 | 0 | i
Cc1cccc(NCc2ccc(Br)cc2)n1 | i | i | 2 | i | -3 | i | -4 | i | 2 | 0 | i
Cc1cc(=O)oc(C)c1C(=O)Nc1cccc2nonc12 | i | i | 8 | i | 1 | i | -4 | i | 3 | -1 | i
CCOC(=O)c1cnc(SCC(=O)Nc2ccc(NC(=O)CC)c(OC)c2)nc1N | i | i | 6 | i | -1 | i | -19 | i | 1 | 6 | i
CC(=O)c1cccc(N2C(=O)C3C4CCC(C4=C(C)C)C3C2=O)c1 (stereo unspecified) | i | i | -1 | i | 2 | i | -9 | i | 1 | -8 | i
O=C(CSc1ccsc1[N+](=O)[O-])N1CCCCCC1 | i | i | -5 | i | 0 | i | -7 | i | 12 | -1 | i
Cc1ccc(NCC(=O)Nc2ccc(Br)cc2)cc1C | i | i | -2 | i | -2 | i | -5 | i | -5 | 2 | i
COc1ccc(C(CNS(=O)(=O)c2ccc(F)cc2)N2CCN(C)CC2)cc1 (stereo unspecified) | i | i | -5 | i | 0 | i | -11 | i | 0 | 0 | i
COc1cccc(C2(O)CCN(C(=O)Cc3cccnc3)CC2)c1 | i | i | 3 | i | 2 | i | -11 | i | -3 | -3 | i
Nc1nnc(C2CCCC2)s1 | i | i | -1 | i | 4 | i | 3 | i | -5 | 2 | i
CCOC(=O)c1c(-c2ccc(F)cc2)csc1NC(=O)CCN1CCOCC1 | i | i | 1 | i | 0 | i | -14 | i | -2 | 2 | i
COc1ccc(Br)cc1/C=C1\Oc2ccccc2NC1=O | i | i | -5 | i | 1 | i | -5 | i | -2 | -7 | i
O=C1CC(c2cccc(F)c2)SC(N(c2ccccc2)c2ccccc2)=N1 (stereo unspecified) | i | i | 8 | i | 3 | i | -9 | i | -1 | -2 | i
CC(C)CNS(=O)(=O)c1cc2c3c(c1)CC(=O)N3CCC2 | i | i | 2 | i | 1 | i | -8 | i | -2 | 2 | i
O=C(COC(=O)c1cccc(C(F)(F)F)c1)NCc1ccccc1 | i | i | 3 | i | 0 | i | -3 | i | 3 | 2 | i
CCCn1c(CN(Cc2ccccc2)Cc2ccccc2)nc2c1c(=O)n(C)c(=O)n2C | i | i | 1 | i | 2 | i | -8 | i | 1 | 11 | i
CCCCc1cc(=O)oc2cc(C)c(CN3CCCC3)c(O)c12 | i | i | 9 | i | 2 | i | -12 | i | 1 | -1 | i
CCN1CCN(c2ccc(N3CCN(S(=O)(=O)c4ccc(C)c([N+](=O)[O-])c4)CC3)nn2)CC1 | i | i | 3 | i | 3 | i | -17 | i | -1 | 3 | i
CC1Cc2ccccc2N1C(=O)c1ccc(N2CCCC2)c([N+](=O)[O-])c1 (stereo unspecified) | i | i | -1 | i | 2 | i | -10 | i | 3 | -13 | i
COc1ccc(CNC(=O)C2CCCN(S(=O)(=O)N3CCC(C)CC3)C2)c(OC)c1 (stereo unspecified) | i | i | / | i | 2 | i | -4 | i | -1 | 1 | i
O=C(NCCN1CCN(c2ccccc2)CC1)Nc1cccc(Br)c1 | i | i | 6 | i | 1 | i | -11 | i | -2 | -1 | i
COc1ccc(NC(=O)C2=CC(c3ccc(C)cc3)=NS(=O)(=O)N2C)cc1 | i | i | 5 | i | 4 | i | -3 | i | -2 | 7 | i
Cc1ccc2nc(NC(=O)CSc3nnc(C)c(=O)n3N)sc2c1 | i | i | -1 | i | 5 | i | -2 | i | / | / | i
Cc1nn(C)c(C)c1/C=C/C(=O)c1ccc(Cl)cc1Cl | i | i | 6 | i | -2 | i | -12 | i | -1 | 12 | i
O=C(N/N=C/c1ccccn1)c1cc(C2CC2)nc2ccccc12 | i | i | -9 | i | -2 | i | -9 | i | 0 | -12 | i
CCOCCn1c(=O)c2c(nc3n2CCN3c2ccc(CC)cc2)n(C)c1=O | i | i | 0 | i | 1 | i | -11 | i | -1 | / | i
O=C(NCC1c2ccccc2CCN1C(=O)CN1C(=O)c2ccccc2C1=O)C1CCCCC1 (stereo unspecified) | i | i | -6 | i | 3 | i | -7 | i | -3 | 4 | i
S=C(Nc1cccc(Cl)c1Cl)N1CCC2(CC1)OCCO2 | i | i | 4 | i | 4 | i | -21 | i | 0 | 2 | i
COc1ccc(Nc2ncccc2C(=O)Nc2ccccc2)cc1 | i | i | 2 | i | -2 | i | -8 | i | -1 | 7 | i
CC1CCCCN1C(=O)N[C@@H](Cc1ccccc1)C(=O)O (stereo partly specified) | i | i | 7 | i | 2 | i | -7 | i | 0 | 1 | i
Cc1noc(C)c1COC(=O)c1ccccc1Oc1ccccc1 | i | i | -5 | i | 0 | i | -11 | i | -1 | 3 | i
CC(=O)Nc1ccc(C(=O)NCC2CCCCC2)cc1 | i | i | -2 | i | 7 | i | -4 | i | -3 | -5 | i
O=C(CCS(=O)(=O)c1ccccc1)Nc1ccccc1-c1nc2ccccc2s1 | i | i | -2 | i | 2 | i | -10 | i | 3 | -8 | i
COc1cccc(/C=N/Nc2nccnc2Cl)c1O | i | i | 11 | i | -1 | i | -4 | i | / | / | i
